# High-throughput results from PubChem BioAssay.
# TbMetRS inhib – T. brucei MetRS inhibitors, primary screen, biochemical, luminescence; methionyl-tRNA synthetase (Trypanosoma brucei brucei); purified T. brucei MetRS, ATP depletion, Kinase-Glo luminescence; inhibition, % at 11.9 µM; actives 0.4% (n = 360,000); AID 624268, 2012;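 active means inhibition above a per-plate cutoff of the control wells' mean inhibition plus 3 SD, cut at about 5.5% in these data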;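 further: 0% = DMSO wells median and 100% = median of wells with control inhibitor compound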
#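 Measured by: Kinase-Glo luciferase luminescence reporting remaining unconsumed ATP. Material: purified T. brucei MetRS enzyme. Doses: 11.9 µM compound single dose, 0.9% DMSO. Medium: HEPES buffer containing pyrophosphatase, BSA, spermine, DTT. Times: 15 min preincubation, 2 h reaction, all 25 °C. Reagent: methionine, ATP and bulk E. coli tRNA.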
# Rin1 Abl inh – inhibitors of Rin1-Abl protein binding, primary screen, biochemical, TR-FRET; Tyrosine-protein kinase ABL1 (Homo sapiens) + Ras and Rab interactor 1 (Homo sapiens), …; inhibition, % at 7.35 µM; actives 0.4% (n = 360,000); in the data active means inhibition above about 5%, passing the limit was not always enough
# Target sequence (P00519 whole entry, looked up): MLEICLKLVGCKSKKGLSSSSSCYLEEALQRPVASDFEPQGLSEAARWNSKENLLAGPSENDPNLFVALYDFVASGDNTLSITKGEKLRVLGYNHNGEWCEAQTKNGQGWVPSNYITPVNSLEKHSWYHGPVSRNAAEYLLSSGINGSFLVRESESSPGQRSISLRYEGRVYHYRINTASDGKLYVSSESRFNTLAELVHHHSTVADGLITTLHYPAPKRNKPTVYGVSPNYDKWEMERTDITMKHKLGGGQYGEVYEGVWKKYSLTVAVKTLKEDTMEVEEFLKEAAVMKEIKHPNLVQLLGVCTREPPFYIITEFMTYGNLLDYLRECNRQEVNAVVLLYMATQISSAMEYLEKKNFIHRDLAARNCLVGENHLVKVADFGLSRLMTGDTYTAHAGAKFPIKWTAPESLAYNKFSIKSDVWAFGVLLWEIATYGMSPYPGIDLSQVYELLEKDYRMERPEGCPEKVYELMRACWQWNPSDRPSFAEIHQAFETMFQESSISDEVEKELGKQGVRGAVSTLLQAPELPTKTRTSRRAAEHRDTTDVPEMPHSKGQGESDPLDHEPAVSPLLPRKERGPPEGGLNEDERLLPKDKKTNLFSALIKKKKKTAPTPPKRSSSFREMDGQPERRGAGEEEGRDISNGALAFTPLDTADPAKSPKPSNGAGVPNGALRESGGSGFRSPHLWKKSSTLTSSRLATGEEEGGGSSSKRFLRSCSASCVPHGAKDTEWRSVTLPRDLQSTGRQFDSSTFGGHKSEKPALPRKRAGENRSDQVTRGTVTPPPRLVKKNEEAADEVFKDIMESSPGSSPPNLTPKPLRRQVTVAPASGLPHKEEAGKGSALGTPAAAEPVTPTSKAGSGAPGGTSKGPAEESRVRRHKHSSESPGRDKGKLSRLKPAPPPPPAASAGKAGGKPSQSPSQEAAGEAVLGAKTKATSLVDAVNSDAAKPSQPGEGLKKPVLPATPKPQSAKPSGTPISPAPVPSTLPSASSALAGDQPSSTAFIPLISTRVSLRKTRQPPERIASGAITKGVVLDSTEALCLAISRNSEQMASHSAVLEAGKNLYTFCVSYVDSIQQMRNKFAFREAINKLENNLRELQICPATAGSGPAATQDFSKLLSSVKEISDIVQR
# Target sequence (Q13671 whole entry, looked up): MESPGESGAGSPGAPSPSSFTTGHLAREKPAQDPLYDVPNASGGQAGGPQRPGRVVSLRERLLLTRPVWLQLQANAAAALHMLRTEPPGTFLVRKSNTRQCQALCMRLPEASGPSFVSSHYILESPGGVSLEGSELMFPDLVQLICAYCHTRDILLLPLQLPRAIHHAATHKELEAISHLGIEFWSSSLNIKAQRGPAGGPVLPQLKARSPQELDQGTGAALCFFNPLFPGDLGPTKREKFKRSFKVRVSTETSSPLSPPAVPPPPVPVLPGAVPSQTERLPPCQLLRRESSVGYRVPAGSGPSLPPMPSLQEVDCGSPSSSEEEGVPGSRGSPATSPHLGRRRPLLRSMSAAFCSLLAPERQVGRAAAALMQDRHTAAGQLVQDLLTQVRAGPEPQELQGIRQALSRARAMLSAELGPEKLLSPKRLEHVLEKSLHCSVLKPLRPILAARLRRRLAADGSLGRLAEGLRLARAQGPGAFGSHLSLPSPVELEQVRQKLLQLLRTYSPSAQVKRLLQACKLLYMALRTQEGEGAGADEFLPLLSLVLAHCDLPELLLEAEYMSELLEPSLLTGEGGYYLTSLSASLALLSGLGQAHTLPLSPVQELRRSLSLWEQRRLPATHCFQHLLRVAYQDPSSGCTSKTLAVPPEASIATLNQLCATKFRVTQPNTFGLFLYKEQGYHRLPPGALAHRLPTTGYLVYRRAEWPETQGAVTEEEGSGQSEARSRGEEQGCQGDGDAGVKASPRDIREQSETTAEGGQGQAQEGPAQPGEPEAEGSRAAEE
# eLon inh – inhibitors of E. coli Lon protease, primary screen, biochemical, fluorescence polarization; P0A9M0; purified E. coli Lon protease; inhibition, % at 7.94 µM; actives 0.42% (n = 360,000); AID 602123, 2011; in the data active means inhibition above about 13%, passing the limit was not always enough;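 further: 0% = enzyme with probe and DMSO and 100% = no enzyme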
# Neddylation inh – inhibitors of cullin neddylation, primary screen, biochemical, TR-FRET, uHTS, NAE and Ubc12. calls only at 25 µM. AID 651699, 2012. NEDD8-conjugating enzyme Ubc12 (Homo sapiens) + NEDD8-activating enzyme E1 regulatory …. actives 0.58% (n = 360,000); in the data active means inhibition above about 36%
# FAS-TE inh – FAS thioesterase domain inhibitors, primary screen, biochemical, fluorescence intensity, uHTS; recombinant FAS-TE, OMFH fluorogenic substrate, fluorescence endpoint; inhibition, % at 15 µM; actives 0.67% (n = 360,000);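 active means compounds whose normalised, plate-corrected inhibition of enzyme fluorescence in the single-dose primary screen is 50% or more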;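 further: 0% = DMSO with enzyme and 100% = substrate without enzyme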
# MsrA inhibitor – bovine MsrA enzyme inhibitors, primary screen, biochemical, absorbance, HTS; purified bovine MsrA, absorbance read-out; inhibition, % at 15.5 µM; actives 0.75% (n = 360,000); in the data active means inhibition above about 4.5%;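 further: 0% = vehicle wells with enzyme and 100% = reference inhibitor wells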
# CSN inh – inhibitors of CSN-mediated cullin deneddylation, primary screen, biochemical, fluorescence polarization, uHTS; COP9 signalosome complex subunit 5 (Homo sapiens), Q92905; Purified CSN, SCF-Nedd8-OG deneddylation; inhibition, % at 12.5 µM; actives 0.38% (n = 360,000);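 active means pattern-corrected inhibition above about 35%, with an unprinted fluorescence ratio check between 0.5 and 1.5, limit read from the data, passing the limit was not always enough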;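 further: 0% = enzyme with substrate and 100% = substrate without enzyme; some results filed as inactive read as strong as hits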
#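 Assay system: Purified human Csn5 enzyme expressed in HEK293T cells | Amount: Enzyme 0.24 nM | Measured by: Fluorescence polarization readout | Medium: Tris/NaCl/DTT buffer, pH 7.5 | Compound dosing: One concentration, 12.5 µM, 0.25% DMSO | Times: 90 min incubation of compound, enzyme and substrate at room temperature | Control set: no-enzyme wells high, enzyme-with-substrate wells low | Read-out: % inhibition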
# MLLE-PAM2 inh – inhibitors of PABP1 MLLE–PAM2 peptide binding, primary screen, biochemical, fluorescence polarization, FITC-PAM2, GST-MLLE | inhibition, % at 20 µM | Polyadenylate-binding protein 1 (Homo sapiens), P11940 | actives 0.36% (n = 360,000) | AID 588489, 2011; in the data active means inhibition above about 35%, passing the limit was not always enough;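 further: plate controls were DMSO wells with GST-MLLE for no effect and wells lacking GST-MLLE protein for full effect; some results filed as inactive read as strong as hits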
# bovine MsrA act – bovine MsrA enzyme activators, primary screen, biochemical, absorbance, HTS; AID 602163, 2012; Methionine sulfoxide reductase A (Bos taurus); actives 0.3% (n = 360,000); purified bovine MsrA, absorbance read-out; activation, % at 10.6 µM; in the data active means activation above about 7.5%;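 further: 0% = vehicle and 100% = reference activator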
# * marks the source's active call; other numbers are inactive results; i = inactive; x = no result given. Not a hit list. About 4% of those tested had a hit in this group.
compound,TbMetRS inhib,Rin1 Abl inh,eLon inh,Neddylation inh,FAS-TE inh,MsrA inhibitor,CSN inh,MLLE-PAM2 inh,bovine MsrA act
COc1ccccc1NC(=O)CSc1nnc(-c2ccco2)o1,-0.4,2,-8,i,-4,-1.1,-3,10,3
CN(Cc1ccccc1)C(=O)c1cc(-c2ccc(Br)cc2)on1,-0.6,-1,3,i,27,0.5,1,0,-4
c1ccc(COc2cccc(-c3cc4nc(NCc5ccc6c(c5)OCO6)ccn4n3)c2)cc1,-0.2,-6,-1,i,23,0.3,1,-11,0
N/C(Cc1cccc2ccccc12)=N\O,-1.6,-2,10,i,-2,1.5,-4,40,-11
S=C(NCCc1ccc(Cl)cc1)Nc1ccc(Cl)cc1Cl,-0.5,-3,9,i,42,0.1,4,17,-2
CCCCCCCCCCOC(=O)Cn1c(COc2cccc(C)c2)[n+](C)c2ccccc21,-0.6,-1,7,i,-21,-3.0,3,0,-3
O=C(COc1ccccc1Br)c1ccc(O)cc1O,-0.1,-4,-4,i,-2,3.5,-1,-3,-2
Cc1ccc(C(=O)NC(C(=O)Nc2ccccc2)c2ccccc2)cc1 (stereo not drawn),-1.3,-2,-2,i,5,0.2,3,-4,-8
Cc1cccc(C(=O)Nc2cccc(NC(=O)c3ccccc3)c2)c1,-1.2,-2,4,i,10,0.9,-2,-18,-9
CC(C)N(Cc1cc2ccccc2[nH]c1=O)C(=O)c1ccco1,-0.4,-1,-5,i,-2,2.7,-2,17,-2
CCOC(=O)c1sc(NC(=O)CSc2n[nH]c(CC(C)C)n2)nc1C,-0.4,-2,1,i,-12,1.2,5,-8,-2
O=C(Cn1nc(C(=O)O)c2ccccc2c1=O)Nc1cc(Cl)ccc1-n1cncn1,-0.3,-1,-7,i,-7,1.6,0,18,-2
Cc1ccc(-c2nnc3sc(CCc4ccccc4)nn23)cc1,-0.6,2,-5,i,21,0.3,2,-6,-1
CC(=O)Nc1ccc(NC(=O)CSc2nnc(NC(=O)c3ccccc3F)s2)cc1,-0.2,-2,-3,i,-8,-0.9,-4,5,-3
CC1(C)OC(=O)C(=CNC(=O)c2c(F)cccc2F)C(=O)O1,-0.9,-3,0,i,-4,0.5,-6,3,-4
Cc1ccccc1-n1c(Cn2c(=O)sc3ccccc32)nnc1SCC(=O)Nc1nccs1,0.3,0,-1,i,-1,0.2,-2,-10,-2
O=C(C[C@@H]1C/C=C\C[C@H](NC(=O)OCC2c3ccccc3-c3ccccc32)C(=O)OC[C@H]2CCCN2C1=O)NCCO,-0.2,-5,2,i,-2,x,-2,8,0
CN(C)C1=C(Cl)C(=O)N(c2ccc(Cl)c(Cl)c2)C1=O,-0.3,-2,-3,i,2,0.4,3,60,-2
Cc1nc2c(-c3ccc(Cl)cc3)cnn2c2c1CCC2,0.4,-1,-5,x,10,0.1,0,1,-5
O=C(CNC(=O)c1ccc(Br)cc1)N/N=C/c1cccnc1,4.3,1,1,i,-2,0.0,-1,-10,-4

# Reprinted from the part before: three entries, then new ones.
compound,TbMetRS inhib,Rin1 Abl inh,eLon inh,Neddylation inh,FAS-TE inh,MsrA inhibitor,CSN inh,MLLE-PAM2 inh,bovine MsrA act
CN(C)C1=C(Cl)C(=O)N(c2ccc(Cl)c(Cl)c2)C1=O,-0.3,-2,-3,i,2,0.4,3,60,-2
Cc1nc2c(-c3ccc(Cl)cc3)cnn2c2c1CCC2,0.4,-1,-5,x,10,0.1,0,1,-5
O=C(CNC(=O)c1ccc(Br)cc1)N/N=C/c1cccnc1,4.3,1,1,i,-2,0.0,-1,-10,-4
O=c1c(-c2cccnc2)nc2ccccc2n1C(CCc1ccccc1)c1nc2ccccc2[nH]1 (stereo not drawn),-0.7,x,x,i,x,0.9,-3,x,x
C[C@@H](O)C(C(=O)N1CCNCC1)n1cc([C@@H](N)CCCCN)nn1 (stereo partly drawn),0.0,2,2,i,-14,1.0,-3,6,1
COc1cccc(Cn2nnc(C(=O)Nc3ccc(C)cc3)c2N)c1,0.3,-2,-2,i,-10,0.4,-3,-16,0
O=C(COc1ccc(-c2ccccc2)cc1)NNC(=O)NC1CCCCC1,-0.7,1,-2,i,-4,0.0,-5,-9,-10
COc1ccc(C(C#N)N2N=C(C)CC2c2ccccc2)cc1 (stereo not drawn),0.1,4,-3,i,4,1.9,-4,10,1
CCc1nnc(NC(=O)C2CCCN2S(=O)(=O)c2ccc(C)cc2)s1 (stereo not drawn),0.6,-2,4,i,-1,0.0,0,0,0
CCOC(=O)c1cc(OCC)c2c(ccc3cc(OC)ccc32)n1,0.2,-7,-4,i,-2,-1.0,-8,-5,-1
CCNC(=O)N(C)C[C@H]1N[C@@](C)(C(=O)OC)[C@H]2C(=O)N(Cc3ccccc3)C(=O)[C@@H]12,0.2,-2,1,i,-6,1.1,0,7,-2
S=c1nn[nH]n1C12CC3CC(CC(C3)C1)C2,0.4,0,-19,i,-8,x,0,12,7
Cc1cccc(NS(=O)(=O)c2ccc(C(=O)NCCCN3CCOCC3)cc2)c1C,0.1,3,-12,i,-5,0.4,-1,-4,-5
COc1cccc(/C=C/C(=O)OCC(=O)NCCNC(=O)COC(=O)/C=C/c2cccc(OC)c2)c1,-0.3,-2,9,i,-3,1.2,0,-21,0
COC(=O)c1cc(NC(=S)NC(=O)c2ccccc2)ccc1N1CCOCC1,-0.2,0,0,i,6,1.3,-6,22,-4
COC(=O)CCCCCCCCC(O)C[N+]1(C)CCOCC1 (stereo not drawn),1.0,-1,1,i,-5,-0.7,5,-104,-1
c1ccc(Cn2c(NCc3ccco3)nc3ccccc32)cc1,0.1,-4,-2,i,5,0.9,-6,-7,-5
COc1ccc(CCc2nnc(CCC(=O)NCc3cc(C(C)C)no3)o2)cc1,0.1,2,-3,i,0,-0.2,-4,-2,0
COc1ccc(C(=O)OCC(=O)NCC2CCCO2)cc1 (stereo not drawn),-0.8,1,-1,i,-17,0.1,-2,8,1
O=C(Cc1cn2ccsc2n1)Nc1ccccc1Oc1ccccc1,-1.4,-1,8,i,-2,-0.1,0,-21,7
CCCCn1c(=O)n(CC(O)c2ccccc2)c(=O)c2c1ncn2C1CCCC1 (stereo not drawn),-0.5,-1,-9,i,-7,-0.5,2,10,-2
CCOc1ccc(NC(=O)CCC(=O)N/N=C(\C)c2cccs2)cc1,0.5,-1,16,i,-11,0.9,0,6,-2
Cc1ccc(N/N=C(\C#N)C(=N)N2CCCCCC2)cc1,-0.4,-1,5,i,-3,3.5,3,-1,-4
CCCC[C@@H]1CNCCN1CCc1cc(C(F)(F)F)cc(C(F)(F)F)c1,0.0,4,-2,i,-10,-1.2,-6,11,1
O=C(NCc1n[nH]c(=S)n1-c1ccc(Br)cc1)c1ccc(S(=O)(=O)N2CCCC2)cc1,-0.5,2,2,i,-9,-1.1,2,-11,2
O=C(NCCc1ccccc1)C1CCN(S(=O)(=O)c2cccs2)CC1,-1.2,3,-5,i,0,1.9,-1,-14,-4
Cc1ccc2c(C)c(C(=O)Nc3c(C)n(C)n(-c4ccccc4)c3=O)oc2c1,-0.3,-3,-1,i,-3,-0.3,-2,14,2
O=C(NCc1ccco1)C(=O)N1CCCC1,0.7,-2,-7,i,-4,-0.1,2,6,-3
CCSC(=O)NC12CC3CC(CC(C3)C1)C2,-1.6,2,5,i,3,1.5,3,7,-14
Cc1nc2ncnn2c(C)c1Cc1cccc(C(F)(F)F)c1,-1.3,-2,-2,i,-3,0.0,-2,-4,-9
COc1ccccc1C(=O)NC(C)C(c1cccs1)N1CCOCC1 (stereo not drawn),-1.3,1,-9,i,-4,-0.8,-3,17,-13
O=C(Nc1ccc(S(=O)(=O)N2CCCC2)cc1)c1ccc(Cl)nc1,0.2,1,4,i,-3,0.8,3,-17,-2
O=C(CC[C@H]1O[C@@H](n2ccc(=O)[nH]c2=O)[C@H](O)[C@@H]1O)NC1CCN(Cc2ccccc2)C1 (stereo partly drawn),0.0,4,-15,i,-5,-0.6,2,-6,-3
COc1ccc(/C=N/OCC(=O)N=Nc2c(O)[nH]c3ccc(Br)cc23)cc1,0.1,3,-7,i,-4,-0.1,1,10,-2
C=CCN1C(c2ccccc2)=CS/C1=C(/C#N)c1nnc(N2CCOCC2)n1-c1ccccc1,-0.8,3,4,i,2,1.6,-7,6,-1
CCC1CCCCN1C(=O)c1sc2ncnc(N(CC)CC)c2c1C (stereo not drawn),-0.1,0,6,i,7,1.2,-2,1,-2
CCOc1ccc(C2CC(c3ccc(OC)c(OC)c3)n3nc(N)nc3N2)cc1 (stereo not drawn),0.1,0,0,i,-5,-1.1,-1,-13,0
CC(=O)Nc1ccc(NC(=O)COC(=O)c2n[nH]c3ccccc23)cc1,0.0,3,9,i,-12,-1.0,6,-21,-9
C[C@@H]1CN([C@H](C)CO)S(=O)(=O)c2ccc(C#Cc3ccccc3F)cc2O[C@H]1CN(C)C(=O)c1ccc2c(c1)OCO2,-0.8,0,2,i,38,0.1,0,7,-3
CSc1nc(-c2ccco2)nn1C(=O)Cc1ccccc1,-0.4,2,0,i,-5,-1.1,-5,21,-4
O=C(NCc1ccc2c(c1)OCO2)c1nc(S(=O)(=O)Cc2ccccc2F)ncc1Cl,0.2,0,3,i,45,0.6,1,20,-4
CC1CCN(c2ccc3c(c2)S(=O)(=O)c2cccc(C(=O)NC[C@@H]4CCCO4)c2C3=O)CC1,0.1,-7,-90,i,-27,-0.1,19,-85,-4
CC(C)CNC(=O)c1ccccc1NC(=O)CN(c1ccc2c(c1)OCCO2)S(C)(=O)=O,-0.6,0,3,i,4,0.6,1,10,0
COc1ccc(CCC(=O)NNC(=O)Cn2nc(C)cc2C)cc1,-0.4,4,5,i,-5,1.3,0,-7,-9
C/C=C/c1ccc(OCCCCN2CC(C)CC(C)C2)c(OC)c1 (stereo not drawn),-0.5,4,-1,i,-4,0.6,-2,4,-2
NC(=O)COc1ccc(C(=O)/C=C2/C(=O)Nc3ccccc32)cc1,0.6,-2,0,i,-1,0.8,3,-4,-3
O=C(CCNS(=O)(=O)c1ccc(Br)s1)N1CCN(c2ccccc2)CC1,-1.2,4,-2,i,3,-1.0,-2,2,-4
CC(=O)c1ccc(NC(=O)CC23CC4CC(C2)CC(n2nnc(C)n2)(C4)C3)cc1,-0.1,1,0,i,4,-0.8,1,4,-3
